# TRPC4 agonist: opens the mouse TRPC4 cation channel | AID 2237 | HEK293 TRPC4beta/mu-opioid, Fluo4 calcium fluorescence; stronger effect = higher value | B-score at 10 µM | actives 0.49% (n = 310,000);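 active = B-score above 5 SD of library B-scores, and initial fluorescence ratio not above library mean plus 5 SD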;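 note: positive B-score marks a calcium rise read as TRPC4 activation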
#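 System – HEK293 cells stably co-expressing mouse TRPC4beta and mu-opioid receptor · Signal – Fluo4 calcium-sensitive dye fluorescence, kinetic, 1 Hz baseline · Benchmarks – buffer (low) and maximal DAMGO (high) · Read-out – B score of integrated fluorescence ratio per well · Incubation – dye loading 45 min room temperature, 110 s kinetic read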
# TRPC4 PAM: allosterically enhances the mouse TRPC4 cation channel. HEK293 TRPC4beta/mu-opioid, DAMGO EC20, Fluo-4 Ca2+ flux; stronger effect = higher value. actives 0.42% (n = 310,000). Q9QUQ5. B-score at 10 µM;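 active = B-score of calcium response area above 5 SD of library B-scores, with initial fluorescence ratio within 5 SD of library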;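 note: B-score of integrated fluorescence ratio over time as area under calcium response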
# KCNQ1 block: human KCNQ1 channel inhibition; B-score at 10 µM; CHO-K1 KCNQ1, FluxOR thallium flux fluorescence; stronger effect = higher value; P51787; actives 1.3% (n = 310,000);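 active = compounds whose thallium flux B-score, printed positive for inhibition, exceeds three library SD while starting fluorescence stays within three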;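 note: channel opened by potassium depolarization with thallium stimulus after 20 min compound exposure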
# Target sequence (P51787 whole entry, looked up): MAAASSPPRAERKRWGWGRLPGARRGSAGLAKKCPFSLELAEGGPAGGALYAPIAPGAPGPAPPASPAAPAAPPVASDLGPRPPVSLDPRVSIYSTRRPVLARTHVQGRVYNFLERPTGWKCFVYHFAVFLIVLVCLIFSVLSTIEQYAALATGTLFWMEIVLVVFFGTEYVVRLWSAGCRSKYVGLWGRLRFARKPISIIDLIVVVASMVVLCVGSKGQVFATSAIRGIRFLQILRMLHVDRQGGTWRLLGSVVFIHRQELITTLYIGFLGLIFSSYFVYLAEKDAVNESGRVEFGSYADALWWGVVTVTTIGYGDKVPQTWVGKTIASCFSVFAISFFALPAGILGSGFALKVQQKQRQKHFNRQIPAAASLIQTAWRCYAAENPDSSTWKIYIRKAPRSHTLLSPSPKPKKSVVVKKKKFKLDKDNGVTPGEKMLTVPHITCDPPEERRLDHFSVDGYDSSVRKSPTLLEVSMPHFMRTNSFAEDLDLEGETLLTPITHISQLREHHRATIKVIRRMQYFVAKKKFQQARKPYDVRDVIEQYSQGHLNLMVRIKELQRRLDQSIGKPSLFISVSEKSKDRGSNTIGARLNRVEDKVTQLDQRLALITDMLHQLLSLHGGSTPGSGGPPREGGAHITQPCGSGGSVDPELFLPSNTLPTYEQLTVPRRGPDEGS
# KCNK3 block: human KCNK3 channel inhibition, primary screen. O14649. CHO-KCNK3 thallium flux, FluxOR fluorescence; stronger effect = lower value. B-score at 10 µM. actives 0.84% (n = 340,000). AID 602410;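 active = B-score under library mean minus 4 SD, starting fluorescence ratio at most library mean plus 5 SD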;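 note: more negative B-score means stronger inhibition of thallium flux through KCNK3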
# Platelet DG rel: platelet dense granule release activity; human platelet-rich plasma, SFLLRN dense granule ATP release, luminescence; actives 0.22% (n = 300,000); inhibition, %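 (compounds screened at 7.5 µM in platelet-rich plasma)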;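 active = mean replicate score, as percent of positive control, at or above 50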
# PolyA inh: blocks polyadenylation in yeast reporter cells | AID 1875 | actives 0.02% (n = 300,000) | calls only at 12 µM | S. cerevisiae SKY197-pL101 polyadenylation reporter, beta-gal luminescence; efflux-impaired pdr1/pdr3 knockout yeast; score 100 = 6 SD above DMSO;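 active = lowest replicate activity score at least 50, where 100 means six control SD above control mean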;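 note: yeast exposed to compound for 9 h at 30 °C; higher score means more reporter readthrough which indicates perturbed polyadenylation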
# KCNQ1 act: human KCNQ1 channel potentiation or activation | CHO-K1 KCNQ1, thallium flux FluxOR fluorescence; stronger effect = higher value | actives 0.35% (n = 310,000) | B-score at 10 µM | P51787;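 active = fluorescence ratio B-score, a plate-corrected score, at least three library SD, with initial intensity B-score within 5 SD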
#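 System: CHO-K1 cells stably expressing KCNQ1 / Medium: assay buffer for compound exposure, DMSO matched across wells / Reagent: thallium- and potassium-containing depolarizing buffer / Compound: one concentration, matched DMSO / Incubation: 20 min compound pretreatment at room temperature / Measured by: kinetic FluxOR fluorescence, 10 s baseline plus 110 s post-stimulus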
# Dyrk1A ADPGlo: inhibitors of rat Dyrk1A kinase. AID 504441. actives 0.43% (n = 310,000). ADP-Glo luminescence, NFATc1 peptide. Q63470. inhibition, % at 12.5 µM; in the data active = inhibition above about 50%;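 note: plate controls were vehicle with enzyme for no effect and no enzyme for full effect; many of its hits are not listed in these tables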
# TRPC4 inh: TRPC4 (mouse) channel inhibition; HEK293 TRPC4beta/mu-opioid, DAMGO-evoked Fluo4 calcium flux; stronger effect = lower value; actives 0.39% (n = 300,000); B-score at 10 µM; Q9QUQ5;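 active = B-score over 3 SD under the library average, no early fluorescence shift, positive overall ratio signal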
#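 Assay system: HEK293 cells with stable TRPC4beta plus mu-opioid receptor expression; Probe or stimulus: DAMGO in two steps, submaximal then maximal; Dosing: single-point compound dosing; Measured by: Fluo4 calcium-dye fluorescence, kinetic read; Read-out basis: B score from integrated Fluo4 fluorescence ratio.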
# KCNK9 block: blocks the human KCNK9 two-pore domain potassium channel; Q9NPC2; actives 1.2% (n = 310,000); AID 488922; B-score at 10 µM; HEK293 KCNK9, FluxOR thallium flux fluorescence; stronger effect = lower value;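 active = ratio B-score over 3 SD below the library mean, with starting fluorescence within 5 SD of its mean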;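 note: negative B-score means less thallium flux so channel inhibition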
# Target sequence (Q9NPC2 whole entry, looked up, the tested form may be a part): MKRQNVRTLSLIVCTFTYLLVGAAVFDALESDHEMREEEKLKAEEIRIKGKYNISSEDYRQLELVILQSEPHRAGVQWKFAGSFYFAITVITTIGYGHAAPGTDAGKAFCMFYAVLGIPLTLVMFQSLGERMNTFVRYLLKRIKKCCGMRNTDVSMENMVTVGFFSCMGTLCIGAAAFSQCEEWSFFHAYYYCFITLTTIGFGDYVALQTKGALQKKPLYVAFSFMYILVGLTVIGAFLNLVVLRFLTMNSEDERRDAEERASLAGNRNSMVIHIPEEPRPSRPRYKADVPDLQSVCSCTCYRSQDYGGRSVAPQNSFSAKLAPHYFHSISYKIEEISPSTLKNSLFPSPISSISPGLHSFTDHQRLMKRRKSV
# hERG rescue: compounds protecting human hERG from proarrhythmic drug block | CHO-hERG, FluxOR thallium flux, dofetilide IC70 present | actives 0.51% (n = 310,000) | Q12809 | activation (rescue from dofetilide block), less the hit threshold, % at 10 µM;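 active = activation above the mean of controls blocked by dofetilide plus 5 SD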;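 note: thallium influx through hERG after potassium depolarization seen as dye fluorescence rise; in these data hits start at about 4.7%; inactives centre near -7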
# Active calls of the source: *; i = inactive; . = not tested or not shown. An excerpt; rates above refer to the full screens.
SMILES,TRPC4 agonist,TRPC4 PAM,KCNQ1 block,KCNK3 block,Platelet DG rel,PolyA inh,KCNQ1 act,Dyrk1A ADPGlo,TRPC4 inh,KCNK9 block,hERG rescue
CN(C)C(=O)CSc1nc(-c2cccs2)c(-c2cccs2)[nH]1,i,i,i,i,6.8,i,i,-8.5,i,i,-6.5
C/C(=C\c1ccc(C)o1)C(=O)c1c(C)cc(C)[nH]c1=O,i,i,i,i,1.7,i,i,2.9,i,i,-3.4
CCOCC(=O)Nc1cc(C(=O)Nc2ccc(F)cc2)ccc1Cl,i,i,i,.,0.8,i,i,.,i,i,-3.6
Cc1c(CC(=O)N2C[C@H]3C[C@@H](C2)c2cccc(=O)n2C3)c(=O)oc2cc3occ(C(C)(C)C)c3cc12,i,i,i,i,-1.8,i,i,12.4,i,i,-18.4
Cc1cc(C)cc(NC(=O)Nc2ccc3c(c2)CCC3)c1,i,i,i,i,18.2,i,i,10.3,i,i,-6.0
CCC(=O)N(Cc1ccco1)c1nc(-c2ccc(OC)cc2)cs1,i,i,i,i,2.8,i,i,5.6,i,i,-7.7
COc1cc(O)c2c(=O)cc(-c3ccccc3)oc2c1,i,i,i,i,-5.3,i,i,18.8,i,i,-8.3
O=C(CCc1ccccc1F)N1CCN(c2ccccc2)CC1,i,i,i,i,2.5,.,i,-4.9,i,i,-8.4
CCCCCn1c(=S)[nH]c2ncccc2c1=O,i,i,i,i,0.4,i,20*,2.3,i,i,11.5*
CCOC(=O)/C(=C/c1ccc(F)cc1)NC(C)=O,i,i,i,i,-9.6,i,i,-2.7,i,i,-11.7
CCn1c(Cc2c(C)[nH]c3ccccc23)nnc1SCC(=O)NCc1ccco1,i,i,i,i,.,.,i,2.3,i,i,-3.4
CCOC(=O)N1CCN(S(=O)(=O)c2ccc3c(c2)CCN3C(=O)C2CC2)CC1,i,i,i,i,0.3,i,i,-0.7,i,i,-8.2
COc1cc([N+](=O)[O-])ccc1NC(=O)CSc1nc2ccccc2n1-c1ccccc1,i,i,i,.,-11.9,i,i,.,i,i,-11.1
COC(=O)c1sc(NC(=O)CSc2nnc(C(C)C)n2C)nc1C,i,i,i,i,2.0,i,i,-3.9,i,i,-9.8
COc1ccc(CCNC(=O)COc2ccc(C)nc2[N+](=O)[O-])cc1,i,i,i,i,-8.6,i,i,5.2,i,i,-6.7
Cc1cccc(NC(=O)c2sc3nc(-c4ccc(F)cc4)cn3c2C)n1,i,i,i,i,-1.3,i,i,6.4,i,i,-10.7
CC(C)CN(Cc1c(O)ccc2ccccc12)CC(C)C,i,i,i,i,2.3,i,i,0.4,i,i,-3.6
CN(C)S(=O)(=O)c1ccc(Cl)c(C(=O)Nc2cccc([N+](=O)[O-])c2)c1,i,i,i,i,2.1,i,i,2.1,i,i,-20.9
O=C(CO/N=C/c1ccc(OC(F)F)cc1)NCc1cccs1,i,i,i,i,-0.9,i,i,-3.5,i,i,-0.3
C=CCn1c(C)nnc1SCC(=O)Nc1nc(C)c(C(=O)N(C)C)s1,i,i,i,i,1.3,i,i,-14.4,i,i,0.8
COc1cc(-c2nnc(SCc3cccnc3)n2C)cc(OC)c1O,i,i,i,i,-4.6,i,i,0.6,i,i,-6.6
CCOC(=O)c1ccc(NC(=O)c2nc[nH]c2C(=O)N[C@@H](C)C(=O)OC(C)(C)C)cc1,i,i,i,i,8.3,i,i,-13.7,i,i,-12.4
CCC1CCCCN1C(=O)CSc1nnc(CNC(=O)c2cc(OC)c(OC)c(OC)c2)o1 (centres undefined),i,i,i,i,8.9,i,i,0.7,i,i,-4.3
CC1(C)SC(=Nc2ccccc2)N(S(=O)(=O)c2ccccc2)C1=O,i,i,i,i,-0.7,i,i,0.5,i,i,-4.6
Cc1cc(C(=O)c2ccc3ccccc3c2)c(C)o1,i,i,i,i,13.9,i,i,.,i,i,-7.3
CC(NC(=O)c1cncc(Br)c1)c1ccc(S(N)(=O)=O)cc1 (centres undefined),i,i,i,i,-2.7,i,i,0.5,i,i,-3.8
COc1ccc(CNC(=S)Nc2ccc(Br)cc2)cc1,i,i,i,i,1.8,i,i,3.9,i,i,-2.9
O=C1OCCC1Sc1nc2ccccc2c(=O)n1Cc1ccccc1 (centres undefined),i,i,i,i,31.0,i,i,-9.7,i,i,-9.6
CCOC(=O)Nc1sc(=S)n(C)c1C,i,i,i,i,6.3,i,i,1.5,i,i,-3.2
O=P(Cc1ccncc1)(c1ccccc1)c1ccccc1,i,i,i,i,2.9,i,i,13.6,i,i,-3.4
CC/C(O)=C1\C(=O)CC(C)(C)CC1=NCCc1nc2ccccc2[nH]1,i,i,i,i,-2.7,i,i,.,i,i,-17.1
CC(C)NC(=S)N/N=C/C1=CCC2CC1C2(C)C (centres undefined),i,i,i,i,6.5,i,i,9.6,i,i,3.0
CC(=O)Nc1ccc(NC(=O)CSc2nnc(C)c(=O)n2N)cc1,i,i,i,i,1.8,i,i,1.5,i,i,-17.4
COc1cccc(NC(=O)NC2CCCCCCC2)c1,i,i,i,i,-8.1,i,i,7.7,i,i,-14.8
CCCc1cc(=O)[nH]c(SCCOc2ccc(OCC)cc2)n1,i,i,i,i,6.4,i,i,7.6,i,i,-8.0
COc1cc(CC(=O)NCC(C)(C)N2CCOCC2)cc(OC)c1OC,i,i,i,i,-5.5,i,i,-8.8,i,i,-8.4
Nc1ccc(CCn2ccnc2)cc1,i,i,i,i,0.5,i,i,8.3,i,i,-3.4
CC1CCN(S(=O)(=O)N2CCCC(C(=O)NCc3ccc(F)cc3)C2)CC1 (centres undefined),i,i,i,i,-14.4,i,i,6.5,i,i,-1.3
CC(SCc1ccccc1)C(=O)N/N=C/c1ccc2c(c1)OCO2 (centres undefined),i,i,i,i,3.5,i,i,18.1,i,i,-3.0
COc1ccc(N2CCN(C(CNC(=O)C(=O)NC3CC3)c3ccco3)CC2)cc1 (centres undefined),i,i,i,i,38.3,i,i,-9.8,i,i,-9.6
Cc1ccccc1NC(=O)c1ccccc1NC(=O)c1ccco1,i,i,i,i,0.7,i,i,3.2,i,i,0.9
CCN1CCN(CCCNC(=O)c2ccc3c(c2)N(Cc2ccc(C)cc2)CCS3)CC1,i,i,i,i,4.9,i,i,2.7,i,i,-9.7
CN(C)C(=O)CSc1nc2ccc(N3C(=O)c4ccccc4C3=O)cc2s1,i,i,i,i,9.8,i,i,-1.4,i,i,-4.0
CC(C)(C)c1ccc(C(=O)OCC(=O)Nc2sc3c(c2C#N)CCC3)cc1,i,i,i,i,-5.4,i,i,4.4,i,i,-4.8
C[C@@]12CCC=C[C@H]1[C@H](c1ccc(/C=C/c3ccccc3)cc1F)N(Cc1ccccc1)C2=O,i,i,i,i,-5.0,i,i,5.9,i,i,-3.2
COc1ccccc1OCc1ccc(C(=O)NCc2ccco2)o1,i,i,i,i,1.9,i,i,-1.4,i,i,-1.8
CN(C)S(=O)(=O)c1ccc(C(=O)NCC(=O)N/N=C/c2cccs2)cc1,i,i,i,i,-4.4,i,i,1.9,i,i,-13.3
C=C(C)COc1ccc2c(C)c(CCC(=O)N3C[C@H]4C[C@@H](C3)c3cccc(=O)n3C4)c(=O)oc2c1,i,i,i,i,1.3,i,i,2.8,i,i,-3.9

# Sorted by SMILES length (lowest first): part of the list above.
SMILES,TRPC4 agonist,TRPC4 PAM,KCNQ1 block,KCNK3 block,Platelet DG rel,PolyA inh,KCNQ1 act,Dyrk1A ADPGlo,TRPC4 inh,KCNK9 block,hERG rescue
COc1ccccc1OCc1ccc(C(=O)NCc2ccco2)o1,i,i,i,i,1.9,i,i,-1.4,i,i,-1.8
CN(C)S(=O)(=O)c1ccc(C(=O)NCC(=O)N/N=C/c2cccs2)cc1,i,i,i,i,-4.4,i,i,1.9,i,i,-13.3
COc1ccc(N2CCN(C(CNC(=O)C(=O)NC3CC3)c3ccco3)CC2)cc1 (centres undefined),i,i,i,i,38.3,i,i,-9.8,i,i,-9.6

# Later entries:
SMILES,TRPC4 agonist,TRPC4 PAM,KCNQ1 block,KCNK3 block,Platelet DG rel,PolyA inh,KCNQ1 act,Dyrk1A ADPGlo,TRPC4 inh,KCNK9 block,hERG rescue
O=C(N/N=C/c1ccncc1)c1cc(C2CC2)nc2ccccc12,i,i,i,i,-15.2,i,i,0.6,i,i,-6.4
CCOc1ccc(CCNC(=O)c2ccc(CNS(=O)(=O)c3ccccc3)cc2)cc1OCC,i,i,i,i,12.0,i,i,6.2,i,i,1.2
O=C1CSC(c2ccc(Cl)cc2)N1Nc1nc(N2CCOCC2)nc(N2CCOCC2)n1 (centres undefined),i,i,i,i,10.1,i,i,-0.9,i,i,-5.2
CC(CCc1ccco1)NC(=O)Cn1ncc2c1-c1ccccc1OC2 (centres undefined),i,i,i,i,18.6,i,i,2.1,i,i,-4.0
CC(C)NC(=O)CC(=O)N/N=C/c1ccc(F)cc1,i,i,i,i,1.5,i,i,-2.9,i,i,-5.3
C/C(N)=N\S(=O)(=O)c1ccc(Cl)cc1,i,i,i,i,-2.7,i,i,-0.3,i,i,-1.7
COc1ccc(C(C(=O)Nc2ccc(C(C)C)cc2)N(C)C(=O)CNC(C)=O)cc1 (centres undefined),i,i,i,i,-6.0,i,i,3.8,i,i,-13.1
COc1ccc(-c2cn(Cc3ccc4c(c3)C(=O)c3ccccc3C4=O)nn2)cc1,i,i,i,i,-5.9,i,i,2.9,i,i,-5.0
O=C1COc2ccc(NC(=O)c3ccccc3C(=O)O)cc2N1,i,i,i,i,-6.2,i,i,-0.7,i,i,-4.0
Cn1c(CC2C(=O)Nc3ccc(Br)cc32)nc2ccccc2c1=O (centres undefined),i,i,i,i,-6.0,i,i,.,i,i,-13.2
COC(=O)c1c(NC(=O)CN2C(=O)NC3(CCc4ccccc4C3)C2=O)sc2c1CCCCC2 (centres undefined),i,i,i,i,-7.0,i,i,1.4,i,i,-11.9
CCOC(=O)CSc1nc(C)cc(C)n1,i,i,i,i,-8.0,i,i,-1.7,i,i,-6.2
CC(C)c1ccc(NS(=O)(=O)c2ccc(Cl)nc2)cc1,i,i,i,i,0.3,i,i,-0.3,i,i,-13.6
Clc1ccc(-n2nnnc2SCc2c(-c3ccccc3)nc3sccn23)cc1,i,i,i,i,5.5,i,i,-8.6,i,i,-6.6
N=C1/C(=C\c2coc3ccccc3c2=O)C(=O)N=C2SC=CN12,i,i,i,i,-4.0,i,i,3.7,i,i,-9.8

# Screening results: PubChem, several laboratories
